PLCb3 inh: blocks human PLC-beta3 enzyme activity | AID 720704 | 370,000 compounds, 0.18% hits | Q01970 | inhibition, % at 12.2 µM | Purified PLC-beta3, fluorogenic substrate, fluorescence; in the data active = inhibition above about 11%;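 also: 0% = median of compound wells on plate and 100% = full blocker control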
DAX1 inh-1: blocks DAX1 repression of SF-1 activated StAR promoter; HEK293T StAR-luciferase reporter, SF-1/DAX-1 repression relief; inhibition, % at 6.8 µM; 370,000 compounds, 1.1% hits; AID 652010;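 active = inhibition above the mean over all tested compounds plus 3 SD, cut at about 3.6% in these data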;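 also: 0% = DAX-1 cells with DMSO and 100% = cells lacking DAX-1 with DMSO; higher inhibition means more luminescence from relief of DAX-1 repression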
PLCg1 inh: blocks human PLC-gamma1 enzyme activity; purified PLC-gamma1, fluorogenic substrate, fluorescence; inhibition, % at 12.2 µM; 370,000 compounds, 0.84% hits; AID 720700; in the data active = inhibition above about 9.5%
DAX1 inh-2: inhibits human nuclear receptor DAX1; HEK293 Gal4-DAX1 luciferase reporter, luminescence; 340,000 compounds, 0.99% hits; inhibition, % at 6.75 µM; P51843; AID 504766;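 active = inhibition above the mean over all tested compounds plus 3 SD, cut at about 4.2% in these data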;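 also: 0% = DAX1-transfected cells with DMSO and 100% = empty-vector control cells with DMSO; inhibition shows as a rise in luminescence from relieved DAX1 repression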
Target sequence (P51843 207-470 limits assumed): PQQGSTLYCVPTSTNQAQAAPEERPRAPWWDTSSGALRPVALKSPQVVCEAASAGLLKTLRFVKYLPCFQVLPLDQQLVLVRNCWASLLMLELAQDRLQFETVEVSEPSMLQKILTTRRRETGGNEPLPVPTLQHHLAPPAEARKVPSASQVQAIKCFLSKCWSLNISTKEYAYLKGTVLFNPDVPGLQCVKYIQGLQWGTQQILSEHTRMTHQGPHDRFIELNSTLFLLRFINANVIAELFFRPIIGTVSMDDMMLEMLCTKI
FXN GAA850 act: increases GAA850 frataxin promoter reporter activity; 360,000 compounds, 0.56% hits; HEK293 lucGAA850 FXN promoter luciferase reporter, 24 h; percent of 10 µM SAHA response; AID 540364; activation, % at 6 µM;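 active = activation above the average of all compounds screened plus 3 SD, cutoff fixed separately per campaign, cut at about 7.5% in these data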;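 also: 0% = DMSO wells and 100% = 10 µM SAHA wells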
ADAM10 inh: ADAM10 inhibition, QFRET primary screen; O14672; recombinant ADAM10, EDANS/DABCYL FRET peptide cleavage, 3 h; inhibition, % at 7 µM; 370,000 compounds, 0.62% hits; AID 720582;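 active = inhibition above a per-campaign cutoff equal to the mean of compounds falling between control-based bounds plus 3 SD, cut at about 20% in these data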;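 also: 0% = DMSO wells while the 100% control is not disclosed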
Target sequence (O14672 214-748 limits assumed): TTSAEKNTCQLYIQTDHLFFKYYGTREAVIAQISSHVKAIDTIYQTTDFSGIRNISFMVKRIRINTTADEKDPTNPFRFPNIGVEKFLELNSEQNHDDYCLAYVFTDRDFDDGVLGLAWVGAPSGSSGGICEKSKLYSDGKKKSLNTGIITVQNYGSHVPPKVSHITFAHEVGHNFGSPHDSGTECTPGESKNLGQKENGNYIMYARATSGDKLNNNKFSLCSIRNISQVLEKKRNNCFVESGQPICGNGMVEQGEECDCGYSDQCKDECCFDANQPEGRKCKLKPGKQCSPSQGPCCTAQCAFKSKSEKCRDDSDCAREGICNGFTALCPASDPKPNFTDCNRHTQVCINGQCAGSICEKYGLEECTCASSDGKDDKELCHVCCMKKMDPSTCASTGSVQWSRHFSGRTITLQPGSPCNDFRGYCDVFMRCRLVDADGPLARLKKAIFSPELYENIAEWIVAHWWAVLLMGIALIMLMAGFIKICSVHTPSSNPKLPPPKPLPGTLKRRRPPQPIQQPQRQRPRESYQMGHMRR
hcDAF-12 act: activators of H. contortus DAF-12 nuclear receptor | 370,000 compounds, 1.4% hits | HEK293 hcDAF-12 lit1-tk-luc reporter, luminescence; 0% DMSO, 100% Δ7-dafachronic acid | activation, % at 6.8 µM;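 active = activation above the mean of all tested compounds plus 3 SD, cut at about 5.5% in these data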;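 also: 100% = response to 3 µM Δ7-dafachronic acid high control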
ADAM17 inh: inhibits human ADAM17; inhibition, % at 6.95 µM; AID 720648; recombinant ADAM17, EDANS/DABCYL FRET peptide cleavage; 370,000 compounds, 0.83% hits;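 active = inhibition above the mean of compounds lying between control limits plus 3 SD, set per campaign, cut at about 8.5% in these data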;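 also: 0% = DMSO-only wells as the low control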
ssDAF12 agonist: activates DAF-12 receptor from parasite S. stercoralis. HEK293 ssDAF-12/GRIP1 lit1-tk-luc reporter, luminescence; % of 3 µM dafachronic acid response. activation, % at 6.8 µM. 370,000 compounds, 1% hits;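 active = activation above the mean over all tested compounds plus 3 SD, cut at about 0.9% in these data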;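 also: 0% = DMSO-only wells and 100% = 3 µM delta7-dafachronic acid wells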
hgDAF-12 ag: activates the H. glycines DAF-12 receptor ligand-binding domain. HEK293 GAL4-hgDAF12 UAS-luciferase reporter, agonist luminescence; normalized to butyrate control. activation, % at 6.8 µM. 370,000 compounds, 1.8% hits;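 active = activation above a cutoff set at the mean of all screened compounds plus 3 SD, cut at about 10% in these data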;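 also: 0% = DMSO wells and 100% = sodium butyrate wells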
HGIII-sPLA2 inh: Blocks human group III sPLA2 activity; Q9NZ20; QFRET BODIPY PC-A2 liposome hydrolysis, fluorescence; inhibition, % at 12.2 µM; 370,000 compounds, 0.56% hits;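 active = inhibition above mean plus 3 SD of compounds lying within the high and low control bounds, cut at about 19% in these data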;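 also: 0% = median of test compound wells and 100% = no enzyme DMSO wells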
Starred values were filed as active, the others as inactive; . = not tested or not shown.

No.	SMILES	PLCb3 inh	DAX1 inh-1	PLCg1 inh	DAX1 inh-2	FXN GAA850 act	ADAM10 inh
1	O=c1cc2n(c(=O)[nH]1)CCC1=C2CCCC1	-7	0.2	-4	0.2	2.2	5
2	Nc1nonc1-n1nnc(C(=O)N/N=C/c2ccccc2F)c1-c1cccs1	-14	0.3	-6	0.1	0.0	6
3	Cc1ccccc1CNC(=O)C1CCCN(c2ncccn2)C1 (stereo unspecified)	-9	-0.2	-12	.	.	-21
4	Cc1c(NC(=O)c2ccc(Cl)nc2)cccc1-c1nc2cccnc2s1	-2	-1.2	3	-1.4	1.2	2
5	Cc1ccc(Cn2c(Sc3nnc(C)s3)nc3c2c(=O)[nH]c(=O)n3C)cc1	0	0.8	3	0.0	2.1	6
6	Cc1sc2ncnc(N3CCN(Cc4ccccc4)CC3)c2c1-c1ccccc1	-7	0.2	0	1.6	0.9	3
7	CCOC(=O)C1=C(C)Nc2ccccc2N=C1NC(=O)CCCN1C(=O)c2ccccc2C1=O	4	-0.5	-6	0.1	-0.5	-7
8	O=C(c1ccccc1)c1ccc(N2CCN(C(=O)c3ccc(F)cc3F)CC2)c(F)c1	-42	-3.4	-36	-0.4	-2.8	-5
9	COc1ccc(NC(=O)COC(=O)c2cc(S(=O)(=O)N3CCCC3)ccc2O)cc1	-7	-2.9	-6	1.8	-0.3	-44
10	COc1ccc(-c2nc(NC(=O)c3c(C)noc3C)sc2C)cc1	-21	-1.4	-12	-1.3	0.0	-6
11	O=C(CN(c1cccc(C(F)(F)F)c1)S(=O)(=O)c1ccc(Cl)c([N+](=O)[O-])c1)NCc1ccccc1Cl	4	-0.6	6	3.1	1.0	15
12	CC1=C(C(=O)Nc2cc(C(=O)N(C)Cc3ccccc3)ccc2C)SCCO1	-8	-0.5	2	-0.3	-0.7	-5
13	O=C(O)C1CN(C(=O)c2cccc(Br)c2)C1	2	0.5	2	-0.3	1.6	1
14	O=C(Nc1ccc2c(c1)OCO2)c1cc(C2CCCCN2S(=O)(=O)c2cccs2)on1 (stereo unspecified)	0	-1.6	-1	.	0.8	12
15	O=C(CCc1ccccc1)Nc1ccc(F)cc1F	-1	1.6	-28	1.6	3.5	-7

No.	hcDAF-12 act	ADAM17 inh	ssDAF12 agonist	hgDAF-12 ag	HGIII-sPLA2 inh
1	-0.7	1	-0.7	-1.6	0
2	0.0	0	-0.7	1.8	-24
3	-1.3	-7	-1.4	-0.9	-1
4	-1.8	2	-0.9	-0.2	-3
5	-0.7	-5	-0.9	-0.9	2
6	-1.0	-2	-1.3	8.1	0
7	-1.3	-2	-0.7	0.4	4
8	-3.1	2	-1.6	-1.1	-3
9	0.7	-11	-0.9	1.2	-4
10	-2.7	-6	-0.5	-0.3	-5
11	0.3	7	-1.5	1.2	-7
12	-2.3	-4	-1.6	2.6	0
13	-1.5	-1	-0.3	-0.8	5
14	-0.8	4	-0.9	7.5	-4
15	-0.4	-6	-0.1	4.2	4

Additional compounds.
No.	SMILES	PLCb3 inh	DAX1 inh-1	PLCg1 inh	DAX1 inh-2	FXN GAA850 act	ADAM10 inh
16	O=C(Nc1ccccc1)C1CCCN1S(=O)(=O)c1cccs1 (stereo unspecified)	-1	-0.8	4	-0.4	-0.4	-4
17	COC(=O)C1CN(C(=O)COc2ccccc2C)c2ccccc2O1 (stereo unspecified)	-3	0.5	3	0.1	-0.4	8
18	Oc1cccc(-n2nnnc2SCc2ccccc2F)c1	-13	-0.7	-1	1.5	2.0	11
19	COc1cccc(OCCNC(=O)CSc2ccc(C(F)(F)F)cc2[N+](=O)[O-])c1	3	0.1	1	-0.9	1.6	5
20	COCCNC(=O)COc1ncnc2ccc(Br)cc12	0	-0.1	1	1.5	3.2	6
21	Cc1c(C(=O)NNC(=O)c2ccccc2O)oc2ccc(Br)cc12	-21	-0.4	-22	1.6	0.8	-15
22	CC1=CC(=O)C(C(C)=Nc2cccc(Cl)c2)C(=O)O1 (stereo unspecified)	-3	-1.2	3	2.9	-1.1	-15
23	CC1(C(=O)NCc2cccc3ccccc23)CCN1Cc1cc2ccccc2o1 (stereo unspecified)	0	0.1	0	.	1.0	2
24	CC1CCN(CC(=O)NC(=O)NCc2ccccc2)CC1	2	0.4	4	-1.9	-1.8	-7
25	CC(C)(C)CNC(CO)C12CC3CC(CC(C3)C1)C2 (stereo unspecified)	-1	-0.3	1	0.1	0.3	-3
26	COc1cccc(C(=O)Nc2nnc(-c3cccs3)o2)c1	-2	-0.3	-2	0.6	2.0	1
27	CC(C)C[C@H]1CNC(=O)C(=O)N1C[C@H]1CCCN1C[C@H](CC(C)C)N1C[C@H](Cc2ccccc2)N(CC2CCCCC2)C(=O)C1=O	1	0.9	4	.	.	3
28	Cc1nc(NC(=O)c2ccccc2)sc1-c1csc(Nc2ccc(C(=O)O)cc2)n1	-16	0.7	-2	1.6	1.5	7
29	Cn1cccc1C(=O)Nc1ccc(Cl)c(S(=O)(=O)N2CCCCC2)c1	-9	-2.0	1	-0.7	-0.3	40*
30	N#Cc1c(-c2ccccc2)c(-c2ccccc2)nn(CC(=O)NNC(=O)Nc2ccccc2)c1=O	-24	-0.6	-16	-0.7	-1.5	-24

No.	hcDAF-12 act	ADAM17 inh	ssDAF12 agonist	hgDAF-12 ag	HGIII-sPLA2 inh
16	-1.3	-4	-1.4	0.8	1
17	1.9	-1	0.1	2.7	0
18	1.6	-1	-0.6	-1.1	-23
19	-0.3	1	0.0	-1.0	1
20	-1.4	-3	-0.5	2.5	6
21	1.9	-7	-0.5	1.5	11
22	1.8	-4	-0.7	-0.4	5
23	-2.4	2	-2.2	-4.0	-7
24	-3.3	-1	-1.6	-1.4	-1
25	1.1	-1	-0.7	1.2	6
26	0.6	2	0.1	9.8	-1
27	-0.8	3	-1.2	3.6	2
28	-0.6	-2	-1.3	1.4	1
29	-0.9	17*	-1.0	-5.7	-5
30	-0.6	-2	-1.0	-1.0	-51

New compounds follow:
No.	SMILES	PLCb3 inh	DAX1 inh-1	PLCg1 inh	DAX1 inh-2	FXN GAA850 act	ADAM10 inh
31	CC1CCCCC1NC(=O)c1nn(C)c(=O)c2ccccc12 (stereo unspecified)	3	1.4	5	0.6	0.7	8
32	COc1ccc(CNC(=O)C(=O)c2cn(CC(=O)N3CCCC3)c3ccccc23)cc1	-10	0.5	2	0.1	3.2	-5
33	Cn1c(=O)c2c(nc(NCCOc3ccc(F)cc3)n2C)n(C)c1=O	-4	0.8	-3	0.9	-2.1	-5
34	Cc1oc(-c2cc3c(cc2Cl)OCO3)nc1CN1CCCC1c1ccc(F)cc1 (stereo unspecified)	-4	0.1	-3	-0.1	0.2	3
35	O=C(/C=C/c1ccccc1)NCCc1c[nH]c2ccccc12	-4	0.7	-1	0.7	0.8	7
36	O=[N+]([O-])c1ccc2c(c1)/C(=N\O)c1ccccc1-2	-5	0.9	-1	0.3	-1.6	0
37	COc1cccc(CN2CCCC(C(=O)c3ccc4c(c3)OCO4)C2)c1OC (stereo unspecified)	-7	-0.2	-6	0.3	-0.4	-28
38	CCN(CC)S(=O)(=O)c1ccc(N2CCc3cc(OC)c(OC)cc3C2)nc1	-103	-0.6	-69	-0.5	-0.2	-34
39	COc1ccc2c(c1)c(CC(=O)OCC(=O)N(C)C)c(C)n2C(=O)c1ccc(Cl)cc1	-6	-0.1	-3	-1.5	0.5	-3
40	O=C1C(O)CC2c3ccccc3CC3(CCCC3)N12 (stereo unspecified)	-10	-0.5	-8	1.4	0.2	-10
41	CC(=O)Oc1ccccc1C(=O)N(C1CCCCC1)C1CCCCC1	-3	-0.2	-1	3.1	-0.8	5
42	COc1ccc(-c2nc3c(-c4ccccc4)cnn3cc2C)cc1F	-12	0.8	-6	1.4	1.8	-5
43	O=C(CNS(=O)(=O)c1ccccc1)NCc1cccnc1	2	1.3	0	0.2	0.9	-3
44	C=CCCC(=O)N1C[C@H]2CON(C)[C@H]2C[C@H]1c1ccc(N2CCCCC2)cc1	-5	-0.1	-6	.	.	-7
45	CC/C(C)=N\NC(=O)CNC(=O)c1ccc(Cl)cc1Cl	-2	-0.4	-4	1.1	-0.5	-12

No.	hcDAF-12 act	ADAM17 inh	ssDAF12 agonist	hgDAF-12 ag	HGIII-sPLA2 inh
31	-0.5	7	-1.0	1.8	3
32	7.2*	-2	0.4	0.7	-1
33	1.2	-2	-1.6	-0.9	1
34	0.4	-1	-0.8	0.6	1
35	2.8	3	-0.7	1.7	-58
36	-0.1	-1	-1.7	2.0	-35
37	0.2	-4	-1.5	-2.5	-2
38	-1.4	-11	-1.9	-0.4	-3
39	-0.1	1	-1.1	-1.2	-2
40	3.8	0	-0.6	1.7	-4
41	0.0	-3	-0.8	-3.3	-3
42	-1.0	-6	-1.0	-0.8	7
43	0.6	1	-0.3	-0.3	6
44	-0.4	-3	-1.4	0.8	7
45	-2.6	0	-1.1	-2.3	2

New compounds follow:
No.	SMILES	PLCb3 inh	DAX1 inh-1	PLCg1 inh	DAX1 inh-2	FXN GAA850 act	ADAM10 inh
46	COc1ccc(OC)c(NC(=O)c2ccc(-n3cccn3)nc2)c1	0	0.1	-1	0.0	-0.2	-8
47	O=C(COC(=O)C1CCN(c2ccc(C(F)(F)F)cn2)CC1)NCc1ccc(Cl)cc1Cl	-1	-1.1	-2	0.3	0.1	10
48	CCN(CC)c1ccc(S(=O)(=O)N2CCOCC2)cc1NC(=O)Cn1nc(C)c([N+](=O)[O-])c1C	-9	-0.5	-5	-0.3	1.2	-4
49	CCNC(=O)COc1ccc(CC)cc1	7	0.1	5	0.9	2.6	6
50	O=C(COC(=O)c1cnccn1)Nc1ccc(Cl)cc1	-2	-0.1	0	-0.1	0.8	-1
51	O=C(Nc1ccc(CN2CCCCC2)cc1)c1c(F)c(F)c(F)c(F)c1F	1	-0.1	3	-0.6	-0.5	-12
52	O=C1N[C@@H](Cc2ccccc2)[C@@H](c2ccco2)O1	-2	0.1	1	0.8	-0.6	-6
53	O=S1(=O)N[C@H](Cc2ccccc2)COc2cc(F)ccc21	4	-0.5	2	.	.	2

No.	hcDAF-12 act	ADAM17 inh	ssDAF12 agonist	hgDAF-12 ag	HGIII-sPLA2 inh
46	0.0	-5	-0.9	0.2	1
47	-1.1	6	-1.0	0.6	-15
48	-1.6	2	-1.8	-1.7	-8
49	1.0	2	-1.3	2.9	6
50	0.3	2	-0.8	0.2	3
51	-1.4	2	-1.0	-0.8	0
52	2.1	-2	-1.5	1.1	-1
53	-2.1	0	-1.0	1.6	-7

3 compounds already listed, ordered by the number in DAX1 inh-2, rising:
# | Structure | DAX1 inh-2
51 | O=C(Nc1ccc(CN2CCCCC2)cc1)c1c(F)c(F)c(F)c(F)c1F | -0.6
47 | O=C(COC(=O)C1CCN(c2ccc(C(F)(F)F)cn2)CC1)NCc1ccc(Cl)cc1Cl | 0.3
49 | CCNC(=O)COc1ccc(CC)cc1 | 0.9

Screening data as filed in PubChem BioAssay.
